Screening results from PubChem BioAssay.
NALP1 inh = NALP1 inhibition; S. cerevisiae NALP1/ASC/caspase-1 growth, X-gal OD620, 72 h; inhibition, % at 10 µM; 280,000 tested, 0.61% active; AID 2071; in the data active = inhibition mostly above about 24%, no sharp cut-off; inactive = mostly below about 32%; also: some compounds called inactive have numbers as strong as hits
p-CIP stab down = compounds decreasing mouse p/CIP protein stability; F442A p/CIP-EGFP cells, EGFP fluorescence, 16 h; decrease of EGFP signal, % at 10 µM; Q05BA5; 290,000 tested, 0.01% active; AID 1984;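 active = EGFP signal decrease of at least 30% at 10 µM or well 3 SD below plate mean, unless failing retest; inactive = the rest, including hits failing retest or dose response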; also: some compounds called inactive have numbers as strong as hits; many of its hits are not listed in these tables
MEKK2 WT-MEK5 = raises or lowers MEK5 binding to wildtype human MEKK2 PB1 domain. Q9Y2U5. bead flow cytometry, Alexa488-MEK5 binding to MEKK2 WT; actives lie on both sides. binding response (% of control), % at 10 µM. 290,000 tested, 1.1% active. AID 1531; in the data active = binding response below about 67% or above about 130%
MEKK2mut PB1 HTS = signal of MEK5 binding to mutant human MEKK2 PB1 domain | bead flow cytometry, Alexa488-MEK5 binding to MEKK2 mutant | percent response, % at 10 µM | 290,000 tested, 0.35% active | AID 1530; in the data active = percent response above about 24%, passing the limit was not always enough; also: inactives centre near 1; some results filed as inactive read as strong as hits; reference of the scale not given here
M18AAP inhibitor = PfM18AAP enzyme inhibition; recombinant PfM18AAP, H-Glu-NHMec fluorogenic cleavage; inhibition, % at 7.35 µM; 290,000 tested, 1.2% active;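 active = inhibition above the campaign mean inhibition over all tested compounds plus 3 SD, cut at about 28% in these data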;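 also: 0% = plate median of test compound wells and 100% = 2 mM ZnCl2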
MEKK3 PB1 HTS = MEKK3-MEK5 PB1 interaction, increase or decrease; Q99759; AID 1529; bead-based flow cytometry, Alexa488-MEK5 binding to MEKK3; actives lie on both sides; 0 = blocked by unlabeled MEK5, 100 = vehicle; 290,000 tested, 1.4% active; binding response (% of control), % at 10 µM;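 active = binding response more than 3 SD above or below the average of its plate-row segment, actives on both sides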;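 also: Alexa488 bead fluorescence after subtracting the streptavidin-only scavenger bead signal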
IDE act = boosts human insulin-degrading enzyme activity in HEK cells | 340,000 tested, 0.073% active | FAbeta-B cleavage, fluorescence polarization; 0% vehicle, 100% cell-free pure enzyme wells | activation, % at 5.96 µM | P14735 | AID 493087;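 active = activation above the mean of all tested compounds plus 3 SD, set per screening campaign, cut at about 17% in these data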
Target sequence (P14735 whole entry, looked up): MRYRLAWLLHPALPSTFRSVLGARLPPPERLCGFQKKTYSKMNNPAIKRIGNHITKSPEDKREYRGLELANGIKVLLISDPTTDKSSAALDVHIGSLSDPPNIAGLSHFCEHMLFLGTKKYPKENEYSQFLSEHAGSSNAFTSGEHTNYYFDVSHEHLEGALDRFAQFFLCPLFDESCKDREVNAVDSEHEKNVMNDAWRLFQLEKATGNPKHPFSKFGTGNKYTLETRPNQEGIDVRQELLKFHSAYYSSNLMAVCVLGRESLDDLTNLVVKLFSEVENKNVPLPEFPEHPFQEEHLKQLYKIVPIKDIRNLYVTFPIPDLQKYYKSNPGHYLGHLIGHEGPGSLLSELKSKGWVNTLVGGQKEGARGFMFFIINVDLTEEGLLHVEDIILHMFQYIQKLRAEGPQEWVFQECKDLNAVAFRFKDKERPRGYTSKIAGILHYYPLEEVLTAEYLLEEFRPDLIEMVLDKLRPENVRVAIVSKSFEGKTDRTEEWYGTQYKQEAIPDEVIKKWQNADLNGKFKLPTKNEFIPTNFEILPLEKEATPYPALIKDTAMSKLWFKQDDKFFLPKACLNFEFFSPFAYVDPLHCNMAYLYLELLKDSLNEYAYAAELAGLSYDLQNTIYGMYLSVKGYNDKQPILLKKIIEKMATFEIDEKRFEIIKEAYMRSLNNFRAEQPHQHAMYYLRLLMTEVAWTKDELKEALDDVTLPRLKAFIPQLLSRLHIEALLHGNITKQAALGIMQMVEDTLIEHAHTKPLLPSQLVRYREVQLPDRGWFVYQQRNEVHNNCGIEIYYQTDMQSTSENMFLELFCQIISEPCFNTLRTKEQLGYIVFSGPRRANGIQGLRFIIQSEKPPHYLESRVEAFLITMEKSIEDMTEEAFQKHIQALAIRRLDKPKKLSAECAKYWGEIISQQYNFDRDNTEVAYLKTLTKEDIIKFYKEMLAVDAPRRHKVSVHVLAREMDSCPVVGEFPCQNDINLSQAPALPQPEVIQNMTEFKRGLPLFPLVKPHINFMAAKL
UBC9 SUMO inh = SUMOylation inhibition; P63279; HTRF SUMOylation assay, SAE1/SAE2 + UBC9, in vitro; inhibition, % at 35 µM; 290,000 tested, 0.36% active; AID 2006; in the data active = inhibition above about 50%, passing the limit was not always enough; also: strong numbers were not always called active
IDE cell inh = inhibits human insulin-degrading enzyme in HEK cells | P14735 | FAbetaB cleavage, fluorescence polarization | inhibition, % at 5.59 µM | 320,000 tested, 0.41% active | AID 434962;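 active = percent inhibition above the average of all tested compounds plus 3 SD, set per screening campaign, cut at about 16% in these data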;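 also: IDE supplied by intact live HEK cells; FP after avidin binding of uncleaved biotin substrate so inhibition keeps polarization high; 0% = DMSO wells and 100% = 60 µM reference IDE inhibitor Ii1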
The depositor's hits bear a star; . = not tested or not shown; [ ] = dose if it differs, or a comment. A portion of the library. The share of hits here may be higher or lower than overall.

NALP1 inh,p-CIP stab down,MEKK2 WT-MEK5,MEKK2mut PB1 HTS,M18AAP inhibitor,MEKK3 PB1 HTS,IDE act,UBC9 SUMO inh,IDE cell inh,SMILES
18,-8,97,-6,-7,101,0,-9,0,Cc1cccc(NC(=O)c2cccc(S(=O)(=O)N3CCCCC3)c2)c1
15,-6,91,-3,-4,91,4,-14,-4,CC(=O)NC1C(Oc2ccc(C)cc2)OC2COC(c3ccco3)OC2C1O (stereo unspecified)
3,-12,104,2,7,103,2,15,3,COc1ccc(C(=O)N[C@H](C(=O)Nc2nc3ccccc3[nH]2)C(C)C)cc1
44*,-1,99,-3,-14,98,3,10,2,CC(=O)c1cc(F)c(N2CCOCC2)cc1C
4,-17,102,5,0,103,-1,8,1,Cc1ccc2c(c1)nnn2C1CCN(S(=O)(=O)c2ccc3ccccc3c2)CC1
19,-7,107,6,5,111,-2,23,-2,O=C(Nc1ccc(N2CCN(C(=O)c3ccco3)CC2)cc1)c1ccc(F)cc1
1,6,95,-7,13,91,2,2,2,CC(Nc1cccc(F)c1)C(=O)Nc1ccc(S(N)(=O)=O)cc1 (stereo unspecified)
1,4,105,5,5,101,3,-6,0,CC(C)Oc1ccccc1-c1cc(C(=O)N/N=C/c2cccnc2)c2ccccc2n1
22,7,92,-4,3,84,5,-7,2,CCOc1ccc(C(=O)NC(=S)NCc2cccnc2)cc1
6,-3,99,7,3,99,2,19,0,O=C(O)c1ccc(COc2cccc(CO)c2)cc1
30,-5,109,6,2,109,5,18,11,O=C(CCCN1C(=O)c2ccccc2C1=O)NCCC1=CCCCC1
7,4,98,-5,-5,100,2,-9,3,CC(C)c1ccc(C(=O)NCCCN2CCOCC2)cc1
7,-8,108,3,3,104,2,-10,-1,CN(C)c1cccc(C(=O)OCC(=O)NCc2ccco2)c1
0,-24,95,0,-6,106,3,6,-3,CCOc1ccc(NC(=O)CSc2nnc(Cn3cnc4ccccc43)n2C)cc1
2,-13,102,4,4,101,4,-9,4,O=C(c1ccccc1)c1cccn1CC(=O)N1CCN(C2CCCCC2)CC1
10,-3,105,7,-10,105,5,3,3,NC(=O)c1ccccc1N(Cc1ccccc1)S(=O)(=O)c1ccccc1
4,2,108,7,.,103,4,2,1,COc1cc(C(CCN2CCCC2)c2c(OC)cc(OC)c3c(C)cc(=O)oc23)cc(OC)c1OC (stereo unspecified)
19,-3,108,11,2,101,.,-1,6,Cc1cccc(-n2c(-c3cccc([N+](=O)[O-])c3)nc3nc4ccccc4nc32)c1
-20,-21,107,3,-4,109,-1,3,-1,COc1ccc(C2C(C(=O)Nc3cccc(C)n3)c3ccccc3C(=O)N2C)cc1OC (stereo unspecified)
32,-5,103,-1,-4,110,12,4,1,Cc1ccc(C)c2c1cc(C)c1nnc(SCc3ccccn3)n12
20,-8,109,-4,-5,105,.,-4,4,COC(=O)C1=C(C)N(Cc2ccccc2)C(=NCCCCO)N[C@H]1c1ccccc1
21,0,99,1,14,100,-3,37,-2,CC1(C)CC(=O)C2=C(C1)c1c(ccc3ccccc13)NC2c1ccc(OCC(=O)O)cc1 (stereo unspecified)
9,-4,105,2,10,96,2,-8,2,C=CCn1c(N)cc(=O)nc1SC(C)C(=O)Nc1cccc2ccccc12 (stereo unspecified)
8,7,107,4,-7,113,2,8,6,CC(C)Cn1c(SCC(=O)N2CC(=O)Nc3ccccc32)nc2ccccc21
9,4,111,9,1,102,-6,14,-5,O=C(NNC(=O)c1ccc2ccccc2c1)Nc1ccc(F)cc1

Quoted from the listing.
Result for Cc1cccc(NC(=O)c2cccc(S(=O)(=O)N3CCCCC3)c2)c1 under MEKK2mut PB1 HTS: -6
Result for CC(Nc1cccc(F)c1)C(=O)Nc1ccc(S(N)(=O)=O)cc1 (stereo unspecified) under M18AAP inhibitor: 13
Result for O=C(Nc1ccc(N2CCN(C(=O)c3ccco3)CC2)cc1)c1ccc(F)cc1 under MEKK2 WT-MEK5: 107
Result for C=CCn1c(N)cc(=O)nc1SC(C)C(=O)Nc1cccc2ccccc12 (stereo unspecified) under MEKK2 WT-MEK5: 105
Result for COC(=O)C1=C(C)N(Cc2ccccc2)C(=NCCCCO)N[C@H]1c1ccccc1 under p-CIP stab down: -8
Result for CC(C)Oc1ccccc1-c1cc(C(=O)N/N=C/c2cccnc2)c2ccccc2n1 under IDE cell inh: 0

(cont.)
NALP1 inh,p-CIP stab down,MEKK2 WT-MEK5,MEKK2mut PB1 HTS,M18AAP inhibitor,MEKK3 PB1 HTS,IDE act,UBC9 SUMO inh,IDE cell inh,SMILES
.,.,69,-29,.,92,3,.,.,Cc1ccc2c(c1)C1(C(=O)N2)N2CCCC2C(C(=O)c2ccc3ccccc3c2)C12C(=O)Nc1ccccc12 (stereo unspecified)
-4,-4,110,1,3,105,2,-20,-14,CCN(CC)S(=O)(=O)c1ccc(NC(=O)[C@@H](NC(=O)c2cc(OC)cc(OC)c2)C(C)C)cc1
-7,-15,.,.,-1,.,8,10,-2,Cc1onc(-c2ccccc2Cl)c1C(=O)Nc1cccc(-c2nc3ncccn3c2C)c1
-2,4,108,10,5,109,3,11,0,CC(=O)NCC(=O)NC(C(=O)Nc1ccc2c(c1)OCCO2)c1ccccc1 (stereo unspecified)
23,-3,101,-2,-1,99,-1,6,1,CCOC(=O)c1nn(-c2ccccc2F)c2nc(-c3ccco3)c(C#N)c(=O)n12
10,-5,95,-11,-4,100,7,-7,3,CCCCC(=O)Nc1ccccc1N1CCN(c2ccccc2)CC1
6,-8,115,9,7,108,2,5,1,COc1ccc(O)c(CN2CCCC(N3CCN(c4ccccc4OC)CC3)C2)c1 (stereo unspecified)
7,0,135*,12,0,104,-4,10,0,O=C(Nc1ccnn1C1CCN(Cc2ccc(OC(F)F)cc2)CC1)C1CCCC1
16,-3,94,-2,1,94,-1,11,2,CCc1ccccc1NC(=O)COc1ccc2c(=O)c(Oc3cc(C)ccc3C)coc2c1
20,-3,108,6,-5,104,2,9,3,COc1ccc(Br)cc1C(=O)N/N=C/c1cccnc1
40,4,107,6,-3,108,6,0,-5,O=C(O)c1ccc(NC(=O)C2CCCCC2)cc1
8,4,89,-11,57*,99,1,12,3,COc1cc(OC)c(C(=O)NCCCN2CCOCC2)cc1OC
12,-2,88,-6,-10,86,-3,2,.,COc1ccc(NC(=O)C(CC(=O)O)Cc2ccc(Br)cc2)cc1 (stereo unspecified)
.,2,102,1,11,99,-4,2,12,Cn1c(CCCNC(=O)c2ccccc2)nc2ccccc21
46,-8,104,3,4,115,3,-3,4,COC(=O)c1ccccc1NC(=O)CN1CCC(n2nnc3cc(F)ccc32)CC1
13,3,95,-1,-89,95,1,9,10,O=C(CSc1nnc(-c2ccccc2)n1Cc1ccco1)Nc1ccc2c(c1)OCCO2
10,-5,91,-8,-12,96,1,16,0,CC1=C(C(=O)OCc2ccccc2)C(c2ccsc2)NC(=O)N1C (stereo unspecified)
31,-11,99,2,-1,99,0,17,3,Nc1ncnc(N2CCOCC2)c1N
-5,1,96,0,3,101,-5,1,0,Cc1onc(-c2c(F)cccc2Cl)c1C(=O)NC1CCCCCC1
7,0,100,-1,-8,103,6,0,-3,O=C(CSc1nc(-c2ccco2)cc(C(F)(F)F)n1)NCCCN1CCOCC1
8,-10,105,5,-3,99,0,-1,12,COc1ccc(Cc2nnc(NC(=O)c3ccc(F)cc3)s2)cc1OC
18,-6,98,-3,1,96,4,7,.,C=CCNc1nc2c(c(=O)[nH]c(=O)n2C)n1CC(O)COc1ccc2ccccc2c1 (stereo unspecified)
-8,-2,104,0,0,100,1,-1,-1,Cc1cccc(NC(=O)c2c(-c3ccccc3)noc2C)n1
-3,7,115,24,33*,132*,0,18,8,O=C(COc1ccc(F)cc1)c1c(O)cc(O)cc1O
3,-20,100,10,-8,107,2,-30,7,C=CCn1c(SC2CCOC2=O)nc2sc(C)c(C)c2c1=O (stereo unspecified)
11,10,104,-90,0,8.0*[inhibitor],1,20,6,COc1ccc2c(c1)CCc1cn3nc(C)cc3nc1-2
19,13,100,5,20,97,1,-14,7,CCOc1ccccc1NC(=O)NC(=O)N(C)S(C)(=O)=O
-98,-8,103,4,-15,119,0,4,1,COc1cccc(CN(Cc2ccco2)S(=O)(=O)c2ccc(S(=O)(=O)NCc3ccccc3)cc2)c1OC
-3,1,106,6,1,101,5,4,4,CCOc1c(Br)cc(C(=O)NCCCn2ccnc2)cc1OC
35,-6,91,-7,-3,85,-4,-9,7,CCOC(=O)C1=C(C)NC(C)=C(C(=O)OCC)C1/C=C/c1ccccc1
19,12,98,-1,4,107,1,-7,3,CC1CC(C)CN(C(=O)/C(=C\c2ccccc2)c2ccccc2)C1 (stereo unspecified)
25,0,107,3,0,102,0,-12,0,Cn1c(SCCN2CCCC2)nnc1C1CCN(S(=O)(=O)c2ccc(F)cc2)CC1
-8,-13,97,-6,-17,93,3,15,5,COc1ccc(S(=O)(=O)NCCC(C)C)cc1C
4,0,95,-1,2,99,1,1,-4,Cc1cc(OC(=O)c2ccc(C(F)(F)F)cc2)c([N+](=O)[O-])c(=O)[nH]1
10,9,109,7,11,103,-4,-13,-2,C=CCn1c(N)c(C(=O)NCc2ccco2)sc1=S
15,-13,119,10,-2,99,6,-12,4,COc1cc2ccccc2cc1C(=O)N(CCN(C)C)c1nc2ccc(Br)cc2s1
14,-4,95,0,-19,100,1,14,6,Cc1cc(C)n(-c2nnc(C)n2/N=C/c2ccccc2F)n1
14,-6,90,-2,9,90,-7,7,2,O=C(N/N=C/c1ccncc1)c1ccccc1OCc1ccc(Br)cc1
15,-6,102,1,1,100,-2,-9,-2,CCOc1ccc(NC(=O)c2cc(S(=O)(=O)N3CCOCC3)cs2)cc1
2,-9,98,0,-13,106,.,-46,2,O=[N+]([O-])c1ccc(S(=O)(=O)Nc2ccc(-c3csc(-c4ccccc4)n3)cc2)cc1
11,-13,106,4,0,105,6,13,1,COc1cccc(-c2nc(CS(=O)(=O)CC(=O)Nc3c(C)cccc3C)c(C)o2)c1
3,-1,98,-4,-13,97,5,12,1,CC(C)N1C(=S)SC2CS(=O)(=O)C=C21 (stereo unspecified)
9,-12,100,-3,-8,94,6,26,2,Cc1cccc(-c2nc(CN3CCCC(C(=O)NC4CCCCC4)C3)c(C)o2)c1 (stereo unspecified)
7,-14,82,-3,-10,99,.,6,-5,CCCSc1sc(C(=O)OC)c(-c2cccs2)c1C#N
48,-16,102,4,-18,102,.,7,-4,O=C(O)c1cccnc1C(=O)N1CCc2c([nH]c3ccccc23)C1C(F)(F)F (stereo unspecified)
19,-8,89,-5,-7,86,1,14,5,COc1cc(OC)c(/C=N/n2c(C)nnc2C)c(OC)c1
9,-3,98,-3,53*,102,2,-8,-2,O=C(NNC(=O)c1ccc[nH]1)Nc1cccc(C(F)(F)F)c1
4,-14,102,4,-8,103,2,5,4,CC(C)[C@H](NC(=O)N1CC(=O)Nc2ccccc21)C(=O)N[C@H](Cc1ccccc1)C(=O)O
8,-11,104,2,-5,99,5,3,1,C/C(=N/NC(=O)c1ccc(C)s1)c1cccc(NC(=O)COc2ccc(Cl)cc2C)c1
5,-3,101,4,2,100,2,5,-2,O=C(O)C1=C[C@@H](C2CC2)C[C@@H](OCc2ccc(CO)cc2)O1

Ordered by length of the SMILES (largest number first): some entries from above.
NALP1 inh,p-CIP stab down,MEKK2 WT-MEK5,MEKK2mut PB1 HTS,M18AAP inhibitor,MEKK3 PB1 HTS,IDE act,UBC9 SUMO inh,IDE cell inh,SMILES
4,0,95,-1,2,99,1,1,-4,Cc1cc(OC(=O)c2ccc(C(F)(F)F)cc2)c([N+](=O)[O-])c(=O)[nH]1
-3,1,106,6,1,101,5,4,4,CCOc1c(Br)cc(C(=O)NCCCn2ccnc2)cc1OC
10,9,109,7,11,103,-4,-13,-2,C=CCn1c(N)c(C(=O)NCc2ccco2)sc1=S
